Assay outcomes: PubChem, MTDP
RNase H inhibition: RNase H inhibition, HIV 1 Gag Pol polyprotein, FRET biochemical assay, screening (AID 372). 0.77% of 100,000 active. one-dose inhibition, % at 10 µM; IC50 in µM for titrated hits. HIV-1 RT RNase H, FRET RNA/DNA substrate fluorescence; higher % means a stronger effect; in the data active = inhibition above about 50%
* = called active by the depositor. Only part of the results is shown, so the mix of outcomes need not match the whole.

Compound,RNase H inhibition
O=C(Oc1c(Br)cc(Br)cc1/C=N/NC(=O)c1ccccn1)c1cccc(F)c1,13.0%
O=C(N/N=C\c1ccc(-c2cccc(Cl)c2Cl)o1)C1COc2cc3ccccc3cc2O1 (stereo unspecified),5.0%
O=C(COc1ccc(Cl)cc1)Nc1ccc2ccccc2c1,8.0%
CCOC(=O)c1cc(-c2ccccc2)sc1NC(=O)c1ccc([N+](=O)[O-])cc1,22.0%
CCCc1cc2c(-c3ccccc3)cc(=O)oc2cc1OCC,22.0%
O=S(=O)(N/N=C/c1ccc(-c2ccc(Cl)cc2Cl)o1)c1ccccc1,18.0%
CC1=NN(C(=O)c2ccc(Cl)cc2)C(O)(c2cccnc2)C1 (stereo unspecified),2.0%
COc1ccc(-c2cc(-c3ccccc3)nc(-n3[nH]c(-c4ccccc4)cc3=O)n2)cc1OC,8.0%
CCCCOc1ccc(C(=O)NCCC2(O)CCOC(C)(C)C2)cc1 (stereo unspecified),2.0%
CS(=O)(=O)Nc1nnc(SCC(=O)N(c2ccccc2)c2ccccc2)s1,10.0%
COc1cccc(C(=O)N2c3cc(OC)ccc3-c3c(ssc3=S)C2(C)C)c1,54.0%*
COC(=O)c1c(NC(=O)COc2ccccc2)sc2c1CCCCCC2,28.0%
CN(CCO)CCOCCOc1ccc(F)cc1,2.0%
CC1=C(C(=O)OCCOc2ccccc2)C(c2cccc(Br)c2)NC(=O)N1 (stereo unspecified),49.0%
COc1cc2ccccc2cc1C(=O)Nc1ccc(-c2nc3ncccc3o2)cc1,14.0%
CCOC(=O)c1c(C)oc2ccc(OCc3ccccc3)cc12,0.0%
COc1ccc(C(=O)/C=C/Nc2ccccc2I)cc1OC,4.0%
CC(C)CCNC(=O)c1cccc([N+](=O)[O-])c1,6.0%
COc1ccc(/C=N/NC(=O)c2ccncc2)cc1Br,1.0%
CCOc1ccc(-n2nc3ccc(NC(=S)NC(=O)c4ccc(Cl)cc4)cc3n2)cc1,29.0%

No new results follow: 7 of the compounds above.
Compound,RNase H inhibition
CC1=C(C(=O)OCCOc2ccccc2)C(c2cccc(Br)c2)NC(=O)N1 (stereo unspecified),49.0%
COc1cc2ccccc2cc1C(=O)Nc1ccc(-c2nc3ncccc3o2)cc1,14.0%
CCOC(=O)c1c(C)oc2ccc(OCc3ccccc3)cc12,0.0%
COc1ccc(C(=O)/C=C/Nc2ccccc2I)cc1OC,4.0%
CC(C)CCNC(=O)c1cccc([N+](=O)[O-])c1,6.0%
COc1ccc(/C=N/NC(=O)c2ccncc2)cc1Br,1.0%
CCOc1ccc(-n2nc3ccc(NC(=S)NC(=O)c4ccc(Cl)cc4)cc3n2)cc1,29.0%

(cont.)
Compound,RNase H inhibition
COc1ccc(-n2nc3cc(C)c(NC(=O)/C=C/c4ccccc4)cc3n2)cc1,42.0%
Fc1ccccc1C=Nn1c(-c2ccc(Cl)cc2Cl)n[nH]c1=S,10.0%
Cc1ccc(NC(=S)N=Nc2c(O)[nH]c3ccc(C)c(Br)c23)cc1,19.0%
CN1CCN(Cn2c(O)c(N=NC(=O)c3cccnc3)c3cc(Br)ccc32)CC1,0.0%
O=C(O)CSc1nnc(-c2sc3ccccc3c2Cl)n1-c1ccccc1,19.0%
O=C1NC(=O)/C(=C\c2cccc([N+](=O)[O-])c2)S1,0.0%
COc1ccc(-c2ccc(/C=C/C(=O)c3ccc(C)cc3)o2)cc1,12.0%
COc1ccc(Br)cc1/C=C/C(=O)Nc1cc2nn(-c3ccccc3)nc2cc1C,30.0%
CCOc1cc(C=C2C(=O)NC(=O)NC2=O)ccc1OCCOc1ccc(C(C)(C)C)cc1,0.0%
CCCC1=NC(c2ccccc2)(c2ccccc2)c2ccccc2O1,5.0%
O=C(CN1C(=O)C2C3CCC(C3)C2C1=O)Nc1ccccc1O (stereo unspecified),15.0%
O=C(NC(=S)Nc1ccc(O)c(-c2nc3ccccc3s2)c1)c1cccs1,19.0%
N#CCC(=O)N/N=C/c1c[nH]c2ccccc12,0.0%
Cc1cccc(NC(=O)c2ccc([N+](=O)[O-])cc2)c1C,0.0%
CC(C)(C)c1ccc(OCC(=O)NCCO)cc1,19.0%
O=C(CC(c1ccccc1)c1ccccc1)N1CCCCC1,25.0%
N#Cc1c(NC(=O)CN2CCCCC2)sc2c1CCCC2,5.0%
CCOC(=O)c1ccccc1NS(=O)(=O)c1ccccc1,36.0%
Cc1cc(C)cc(N2C(=O)NC(=O)/C(=C\c3cccc(O)c3)C2=O)c1,12.0%
Cc1cc(C)cc(N2N=C(c3ccccc3)CC2c2ccccc2)c1 (stereo unspecified),16.0%

An excerpt of these results, with each value named.
structure: CS(=O)(=O)Nc1nnc(SCC(=O)N(c2ccccc2)c2ccccc2)s1
  RNase H inhibition: 10.0%

structure: CCOC(=O)c1cc(-c2ccccc2)sc1NC(=O)c1ccc([N+](=O)[O-])cc1
  RNase H inhibition: 22.0%

Further compounds follow:
Compound,RNase H inhibition
COc1cccc(C(=O)NNC(=O)COc2ccc(C(C)(C)C)cc2)c1,9.0%
CC1(C)Oc2ccc3ccc(=O)oc3c2/C(=C/N2CCCCC2)C1=O,5.0%
Cc1cc(OC2CCCCC2)nc(-c2ccccc2O)n1,20.0%
COc1ccc(CC(=O)NCC2CCCO2)cc1OC (stereo unspecified),0.0%
COc1c(Cl)cc(C(=O)Nc2ccc(Cl)cn2)cc1Cl,10.0%
CN1CCN(c2ccc([N+](=O)[O-])c(NCCOc3ccc(C(C)(C)C)cc3)c2)CC1,11.0%
O=C(NC(=S)Nc1ccccc1C(F)(F)F)c1cc(I)ccc1Cl,13.0%
NC(=S)N/N=C(/Cc1ccccc1)c1ccc(-c2ccccc2)cc1,14.0%
CCC1=NN(C(=O)c2ccccc2O)C(O)(c2ccncc2)C1 (stereo unspecified),8.0%
Fc1cccc(Cl)c1C=NN1CCN(c2ccc(Cl)cc2)CC1,16.0%
C=CCC1(N(CCc2ccccc2)C(C)=O)CCCCC1,6.0%
Cc1n[nH]c(C)c1CCCCOc1ccccc1,2.0%
Cc1ccc(S(=O)(=O)NC2CCCCCCC2)cc1,3.0%
Cc1ccccc1C(=O)NC(NC(=S)Nc1cccc(O)c1)C(Cl)(Cl)Cl (stereo unspecified),5.0%
O=C(NCc1cccnc1)c1cnn2c1NC(c1ccc(F)cc1)CC2C(F)(F)F (stereo unspecified),13.0%
CC(C)(C)c1ccc(C(=O)NNC(=O)c2ccc(F)cc2)cc1,13.0%
O=C(NNc1nc(-c2ccccc2)cc(-c2ccc(F)cc2)n1)c1ccc([N+](=O)[O-])cc1,10.0%
Cc1ccc(NC(=O)c2cc(-c3ccco3)nc3ccccc23)cc1C,21.0%
Cc1ccc2ccccc2c1CO/N=C(\N)c1nonc1N,9.0%
CCOC(=O)NC(Nc1ccc(C)cn1)(C(F)(F)F)C(F)(F)F,19.0%

(list continues)
smiles	RNase H inhibition
CCN(CC)c1ccc(/C=N/NC(=O)c2cccc(Cl)c2)c(O)c1	8.0%
CCOc1ccc(NC(=O)CCc2ccccc2)c([N+](=O)[O-])c1	1.0%
CSc1ccc(/C=C2/SC(NC(C)=O)=NC2=O)cc1	16.0%
Cc1ccc(NC(=O)Cn2cnc3c2c(=O)n(C)c(=O)n3C)nc1	10.0%
C/C(=N\NC(=O)CN(c1ccc(Oc2ccccc2)cc1)S(C)(=O)=O)c1ccccc1O	21.0%
O=C(O)Cn1c(=O)n(CC(=O)O)c2ccccc21	7.0%
CC1=C(C(=O)OCCOC(C)C)C(c2cccc([N+](=O)[O-])c2)NC(=O)N1 (stereo unspecified)	18.0%
COc1ccc(C2/C(=C(/O)c3ccccc3)C(=O)C(=O)N2c2ccc(C)cc2)cc1 (stereo unspecified)	7.0%
CSc1ccc(S(=O)(=O)N(CC(=O)N2CCCC2)c2ccc(C)cc2)cc1	11.0%
COc1ccccc1N(CC(=O)NC(C)c1ccccc1)S(=O)(=O)c1ccccc1 (stereo unspecified)	4.0%
CN(C)CC#CC(O)(c1ccccc1)c1ccccc1	13.0%
O=C(NNC(=O)c1ccc([N+](=O)[O-])cc1)c1ccc(Br)cc1	2.0%
COc1ccc(C2CC(c3ccc(Br)cc3)=NN2C(=O)CCC(=O)O)cc1 (stereo unspecified)	0.0%
CCOC(=O)c1ccccc1-c1ccc(/C=C2/C(=O)NC(=O)N(c3ccc(C)cc3)C2=O)o1	0.0%
O=C(COc1ccccc1)/C(=C(/O)c1ccccc1)c1nc2ccccc2[nH]1	22.0%
COc1ccc(C(=O)Nc2ccc(Br)cc2F)cc1OC	4.0%
Cc1cccc(/C=N/NC(=O)c2cc(O)cc(O)c2)c1	0.0%
CCOc1ccc(C(=O)NC(=S)Nc2ccc(-c3nc4cc(C)cc(C)c4o3)cc2)cc1	2.0%
COc1cc(/C=C2\N=C(c3cccs3)OC2=O)cc(I)c1OCc1cccc([N+](=O)[O-])c1	9.0%
COc1cccc(/C=C2\SC(=S)N(NC(=O)c3cccc([N+](=O)[O-])c3)C2=O)c1	5.0%
N#CC(C#N)=CNc1ccc([N+](=O)[O-])cc1	0.0%
Cc1ccc(-c2nc(O)c(C3=c4cc(Br)ccc4=NC3=O)s2)cc1	5.0%
CC(C)OC(=O)C1C(=O)CC(C)(O)C(C(=O)OC(C)C)C1c1ccc(F)cc1 (stereo unspecified)	12.0%
COC(=O)C1=C(C)NC2=C(C(=O)CC(c3ccc4c(c3)OCO4)C2)C1c1ccc(Br)cc1 (stereo unspecified)	9.0%
CC1=CC(C)(C)N(C(=O)COc2nc3ccccc3s2)c2ccccc21	6.0%
CC(=O)C1C(=O)c2cc([N+](=O)[O-])ccc2C1=Nc1ccc(Br)cc1 (stereo unspecified)	6.0%
CCN(CC)c1ccc(N=Cc2ccc(OCc3ccccc3)cc2)cc1	0.0%
CS(=O)(=O)N(CC(=O)N1CCCC1)c1ccc(Cl)cc1	20.0%
COC(=O)c1c(NC(=O)c2c(F)cccc2F)sc2c1CCC(C(C)(C)C)C2 (stereo unspecified)	8.0%
CCCOP(=O)(c1ccccc1)c1ccccc1	0.0%
COc1cc(C2C(C(=O)OC3CCCC3)=C(C)NC3=C2C(=O)CCC3)cc(OC)c1O (stereo unspecified)	7.0%
O=C(CCCOc1ccc(Cl)cc1Cl)Nc1cccc2c1CCCC2	5.0%
CC1=C(C(=O)Nc2ccc(Br)cc2)C(c2ccccc2Br)NC(=O)N1 (stereo unspecified)	0.0%
CSc1ccc(/C=C/C(=O)c2ccc(N)cc2)cc1	15.0%
CC1C/C(=N/NC(=O)c2cccc(F)c2)c2ccc(O)cc2C1 (stereo unspecified)	4.0%
COc1ccccc1OCCCOc1ccc(Cl)cc1C	4.0%
O=C(Nc1ccccc1)c1ccccc1N1C(=O)c2ccccc2C1=O	0.0%
O=C(NC(=S)Nc1cccc(C(F)(F)F)c1)c1ccco1	41.0%
O=C(Nc1ccccc1[N+](=O)[O-])c1ccc(-c2cccc(Cl)c2)o1	12.0%
CCSc1nnc(NC(=O)c2sc3ccccc3c2Cl)s1	9.0%
O=c1cc(-c2ccc(Cl)cc2Cl)nc(-c2cccc(I)c2)o1	13.0%
Nc1nnc(-c2ccccc2)c(-c2ccccc2)n1	0.0%
O=C(N/N=C/c1c(F)cccc1Cl)c1ccc(Cl)c(Cl)c1	4.0%
Cc1c(NC(=O)c2cccc(I)c2)cccc1[N+](=O)[O-]	3.0%
CCOc1cc(/C=C2\C=C(c3ccc(C)cc3)OC2=O)ccc1OC(C)=O	7.0%
Cc1ccc(C(=O)Nc2ccccc2C(=O)N2CCOCC2)cc1	6.0%
CCOc1ccc(N(CC(=O)N[C@@H]2C[C@H]3CC[C@@H]2C3)S(C)(=O)=O)cc1	0.0%
COc1cccc(OC)c1C(=O)Nc1sc(C)c(C)c1C(N)=O	7.0%
COC(=O)C1=C(C)N(C)C(=O)NC1c1ccccc1I (stereo unspecified)	5.0%
Fc1ccc(NC(=S)N2CCCC2)cc1	5.0%
COc1ccc(-c2cc(=O)n3[nH]c(-c4ccccc4)c(C)c3n2)cc1	0.0%
COc1ccc(C2CC(C(F)(F)F)n3nc(C(=O)N4CCN(c5ccccc5)CC4)c(Cl)c3N2)cc1OC (stereo unspecified)	21.0%
CCCCOc1ccc(C(=O)Nc2ccc(C(C)CC)cc2)cc1 (stereo unspecified)	21.0%
CC(C)c1nnc(NC(=O)COc2ccc(Cl)cc2Cl)s1	6.0%
Cc1cccc(C(=O)Nc2ccc(C(=O)/C=C/c3cccs3)cc2)c1	0.0%
O=C(/C=C/c1ccc2c(c1)OCO2)NC(c1ccccc1)c1ccccc1	1.0%

Continuation:
smiles	RNase H inhibition
COc1cc(OC)c(OC)cc1C=NNC(=O)Cn1nnc2ccccc21	18.0%
O=C(c1ccccc1CCc1ccccc1)N1CCCc2ccccc21	48.0%
O=C(/C=C/c1ccco1)Nc1ccc(Cl)cc1C(=O)O	11.0%
CCCC(=Nc1ccc(OC)cc1)C1=C(O)CC(C)(C)CC1=O	0.0%
CCc1ccc(CN2CCc3c([nH]c4ccccc34)C2)cc1	3.0%
Cc1cc(C)c2[nH]c(O)c(N=NC(=O)/C(=C\c3ccc([N+](=O)[O-])cc3)NC(=O)c3ccccc3)c2c1	19.0%
Cc1c(C(=O)NC(=S)Nc2ccc(-c3nc4ncccc4o3)cc2)oc2ccccc12	14.0%
O=C(NCCCCOc1ccccc1)C(O)(c1ccc(F)cc1)c1ccc(F)cc1	4.0%
O=C(CNc1cccc2ccccc12)c1ccc([N+](=O)[O-])cc1	41.0%
Cc1ccc(-c2cc(C(=O)Nc3cccc(F)c3)c3ccccc3n2)o1	15.0%
Oc1ccc(Br)cc1/C=N/Nc1nnc2c(n1)[nH]c1ccccc12	7.0%
Cc1ccc2nc(Nc3ccc(C)c(Cl)c3)cc(C)c2c1	18.0%
COc1ccccc1C1NCCc2c1[nH]c1ccccc21 (stereo unspecified)	5.0%
Cc1cc(C)n(-c2cc(C)c3ccccc3n2)n1	13.0%
O=C(NC(=S)Nc1cc([N+](=O)[O-])ccc1F)c1ccc(-c2ccccc2)cc1	20.0%
O=C(N/N=C/c1cccc([N+](=O)[O-])c1)c1cc[n+](CCO)cc1	0.0%
CCOc1ccc(C=NN2CCN(c3ccccn3)CC2)cc1	2.0%
